Screens as filed in PubChem.
ASAP1 inh = inhibitors of human ASAP1 ArfGAP activity, primary screen, biochemical, fluorescence polarization; 0.19% of 360,000 active; ASAP1-stimulated ARF1 GTP hydrolysis, GDP FP detection; inhibition, % at 16.5 µM; Arf-GAP with SH3 domain, ANK repeat and PH domain-containing protein 1 (Homo sapiens), …; AID 624377, 2012; in the data active = inhibition above about 25%;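 also: 0% = vehicle with enzyme and substrate and 100% = no enzyme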
NR1D1 modulator = modulators of Rev-erb alpha DNA binding, primary screen, biochemical, FITC-DNA, fluorescence polarization, uHTS; 0.79% of 370,000 active; Nuclear receptor subfamily 1 group D member 1 (Homo sapiens), P20393; Rev-erbα–FITC-DNA binding, 90 min; activity, % at 10 µM; AID 1259318, 2017;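 active = activity above about 14%, limit read from the data; passing the limit was not always enough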;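 also: 0% = DMSO wells with 35 nM protein and 100% = DMSO wells with 750 nM protein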
UHRF1 binding = UHRF1 methylated DNA binding inhibitors, primary screen, counter-screen for MBD2 inhibitor project, biochemical, TR-FRET, human UHRF1, single concentration. 0.75% of 370,000 active. AID 687016, 2013. E3 ubiquitin-protein ligase UHRF1 (Homo sapiens), Q96T88. UHRF1 binding to methylated oligo. inhibition, % at 4.4 µM; in the data active = inhibition above about 21%;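 also: UHRF1 SRA domain binding a hemimethylated CpG hairpin DNA probe; 0% = median of test compound wells and 100% = reference inhibitor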
DDE Tn7 FP inh = inhibitors of Tn7 peptide binding to fibrin DD(E), primary screen, biochemical, fluorescence polarization, human fibrin, Tn7 probe | Fibrinogen beta chain (Homo sapiens), P02675 | FP displacement of FITC-Tn7 peptide from fibrin DD(E); 0% = median of compound wells per plate | inhibition, % at 8.3 µM | 0.13% of 370,000 active | AID 720508, 2013;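 active = inhibition above the mean of compounds falling within the control limits plus 3 SD of them, cut at about 14% in these data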;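 also: 0% = plate median of compound wells and 100% = 10 µM Aha-Tn7 peptide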
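Assay system: Human clot-derived fibrin DD(E) complex | Buffer or medium: Tris/NaCl/CaCl2 buffer, pH 7.8 | Repeats: One replicate per compound | Benchmarks: Aha-Tn7 high control | Measure: % inhibition scaled between sample-field median and high-control FP | Schedule: 10 min plus 3 h, room temperature | Signal: Fluorescence polarization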
proKLK7 act = proKLK7 zymogen activators, primary screen, biochemical, fluorescence intensity; AID 652039, 2013; Kallikrein-7 (Homo sapiens), P49862; 0.9% of 370,000 active; purified proKLK7, EDANS-DABCYL substrate fluorescence; 100% is mature enzyme control, 0% vehicle; activation, % at 7 µM;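 active = activation above the mean of all tested compounds plus 3 SD, computed per campaign excluding outliers beyond control limits, cut at about 13% in these data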
HGIII-sPLA2 inh = human group III sPLA2 inhibitors, primary screen, biochemical, QFRET, BODIPY PC-A2 liposome substrate; 0.56% of 370,000 active; QFRET BODIPY PC-A2 liposome hydrolysis, fluorescence; Group 3 secretory phospholipase A2 (Homo sapiens), Q9NZ20; inhibition, % at 12.2 µM;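 active = inhibition above mean plus 3 SD of compounds lying within the high and low control bounds, cut at about 19% in these data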;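 also: 0% = median of test compound wells and 100% = no enzyme DMSO wells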
ARFGAP1 inh = inhibitors of rat ARFGAP1 GAP activity, primary screen, biochemical, fluorescence polarization, GDP tracer; ADP-ribosylation factor GTPase-activating protein 1 (Rattus norvegicus), Q62848; Arfgap1-stimulated ARF1 GTP hydrolysis, GDP FP detection; inhibition, % at 16.5 µM; 0.26% of 360,000 active;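 active = inhibition above a per-plate limit, mean inhibition of low control wells plus 3 SD, cut at about 25% in these data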;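 also: 0% = DMSO wells with enzyme and 100% = wells lacking Arfgap1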
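material = rat Arfgap1 catalytic domain, aa 1-136 | also added = human ARF1(Δ1-17)-GTP substrate | compound dosing = one concentration, 16.5 µM, DMSO 1.26% | times = GTP hydrolysis reaction 2 h at 25 °C | measured by = FP, GDP Alexa 633 tracer displaced from anti-GDP antibody, 620/688 nm | evaluation = percent inhibition of Arfgap1-stimulated GTP hydrolysis | replication = single well per compound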
PLC-beta3 inh = human PLC-beta3 inhibitors, primary screen, biochemical, fluorescence. 1-phosphatidylinositol 4,5-bisphosphate phosphodiesterase beta-3 (Homo sapiens), Q01970. 0.18% of 370,000 active. inhibition, % at 12.2 µM. Purified PLC-beta3, fluorogenic substrate; in the data active = inhibition above about 11%;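 also: 0% = median of compound wells on plate and 100% = full blocker control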
Target sequence (Q01970 whole entry, looked up): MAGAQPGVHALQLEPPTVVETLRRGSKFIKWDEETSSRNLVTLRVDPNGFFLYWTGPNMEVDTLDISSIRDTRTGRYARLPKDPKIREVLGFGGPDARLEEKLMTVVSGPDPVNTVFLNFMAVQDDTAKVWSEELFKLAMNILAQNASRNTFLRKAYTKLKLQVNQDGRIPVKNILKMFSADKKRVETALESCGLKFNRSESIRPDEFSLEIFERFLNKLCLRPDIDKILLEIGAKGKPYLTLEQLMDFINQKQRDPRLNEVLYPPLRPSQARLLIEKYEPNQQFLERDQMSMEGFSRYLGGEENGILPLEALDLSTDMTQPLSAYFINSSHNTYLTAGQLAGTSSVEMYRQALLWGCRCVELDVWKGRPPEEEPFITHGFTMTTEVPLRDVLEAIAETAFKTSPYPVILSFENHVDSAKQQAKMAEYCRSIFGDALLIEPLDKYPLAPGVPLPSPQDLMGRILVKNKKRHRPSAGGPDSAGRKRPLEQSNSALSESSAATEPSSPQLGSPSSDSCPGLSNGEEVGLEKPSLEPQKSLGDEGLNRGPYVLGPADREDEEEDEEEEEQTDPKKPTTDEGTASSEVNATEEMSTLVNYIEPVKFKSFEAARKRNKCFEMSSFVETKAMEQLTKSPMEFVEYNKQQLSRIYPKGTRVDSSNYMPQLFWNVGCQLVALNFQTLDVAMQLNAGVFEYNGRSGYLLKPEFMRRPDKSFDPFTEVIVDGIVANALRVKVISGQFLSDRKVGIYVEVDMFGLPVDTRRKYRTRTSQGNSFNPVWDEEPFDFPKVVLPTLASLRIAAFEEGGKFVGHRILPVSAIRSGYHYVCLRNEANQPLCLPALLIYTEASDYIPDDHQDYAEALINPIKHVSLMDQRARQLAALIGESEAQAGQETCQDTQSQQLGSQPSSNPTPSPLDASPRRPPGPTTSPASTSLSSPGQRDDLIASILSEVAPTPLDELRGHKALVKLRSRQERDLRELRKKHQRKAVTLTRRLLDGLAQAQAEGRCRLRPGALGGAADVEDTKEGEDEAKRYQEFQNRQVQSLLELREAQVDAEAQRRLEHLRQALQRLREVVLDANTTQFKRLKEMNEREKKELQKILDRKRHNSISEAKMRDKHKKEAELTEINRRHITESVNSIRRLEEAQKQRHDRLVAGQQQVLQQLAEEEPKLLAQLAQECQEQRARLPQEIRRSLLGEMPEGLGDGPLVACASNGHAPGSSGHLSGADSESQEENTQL
DDE Tn6 FP inh = inhibitors of Tn6 peptide binding to fibrin DD(E), primary screen, biochemical, fluorescence polarization, human fibrin, Tn6 probe; Fibrinogen beta chain (Homo sapiens), P02675; Fibrin DD(E) TRITC-Tn6 fluorescence polarization displacement; inhibition, % at 8.3 µM; 0.21% of 370,000 active; AID 720509, 2013;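 active = inhibition above a per-campaign cutoff: mean of compounds within control limits plus 3 SD, cut at about 15% in these data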;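 also: 0% = median of all compound wells on the plate and 100% = blocking peptide control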
PLCg1 inh = PLC-gamma1 enzyme inhibitors, primary screen, biochemical, fluorescence, purified enzyme; 1-phosphatidylinositol 4,5-bisphosphate phosphodiesterase gamma-1 (Homo sapiens), P19174; fluorogenic substrate; inhibition, % at 12.2 µM; 0.84% of 370,000 active; AID 720700, 2013; in the data active = inhibition above about 9.5%
The depositor's hits bear a star; nt = no result given.

SMILES	ASAP1 inh	NR1D1 modulator	UHRF1 binding	DDE Tn7 FP inh	proKLK7 act	HGIII-sPLA2 inh	ARFGAP1 inh	PLC-beta3 inh	DDE Tn6 FP inh	PLCg1 inh
O=C(Nc1ccc([N+](=O)[O-])cc1Br)c1cccnc1	5.5	-1.8	-1.9	-14.7	-0.5	0.5	-6.1	2.2	5.4	0.9
N#Cc1cccc(OC(=O)c2ccc3c(=O)n4c(nc3c2)CCC4)c1	3.8	-3.2	-5.9	-5.0	-0.2	-5.3	-6.6	-36.0	-1.5	-7.4
S=C(NCc1cccnc1)Nc1ccc(Cl)cc1Cl	-1.8	-3.5	-0.2	-0.9	-0.2	3.5	8.5	-4.8	-1.7	-2.1
COc1ccc(C(C(=O)NC2CCCCC2)N(C(=O)CCl)c2ccc(C)cc2)cc1 (stereo not given)	-18.5	2.7	-1.1	-2.1	-0.2	5.9	8.1	8.3	-4.9	8.9
COCC(C)NC(=S)NCCc1ccc(Cl)cc1Cl (stereo not given)	-3.0	-0.8	0.9	2.4	0.2	4.4	8.5	2.4	-4.0	0.7
COCCn1c(SCC(=O)c2ccc(F)cc2)nnc1C(C)C	-0.1	3.4	2.3	-3.0	0.3	-8.2	4.5	0.4	-3.2	1.6
FC(F)(F)c1ccc(-c2nnc(-c3cccnc3)o2)cc1	0.7	6.9	-3.5	1.8	0.1	4.7	-7.0	1.1	-6.3	0.4
CCC(CC)NC(=O)c1cc([N+](=O)[O-])ccc1N1CCOCC1	-0.6	-2.1	-1.9	-4.4	-0.1	1.8	4.7	5.5	0.9	2.4
Cc1ccccc1NC(=O)C(Cc1ccccc1)n1cccc1 (stereo not given)	-3.5	-0.2	-1.0	0.0	0.3	-32.5	-5.4	-4.0	2.7	1.0
CCOc1ccc(CN2CCNC(=O)C2CC(=O)NCCCC2CCCC2)cc1 (stereo not given)	3.3	0.8	-0.8	1.2	0.8	2.2	-5.4	-11.7	1.1	-4.5
COc1ccc2cc(C(=O)OC(C)C)sc(=O)c2c1OC	-10.9	-3.1	-0.5	1.1	0.0	2.9	-13.6	-19.9	0.3	-14.6
COc1ccccc1Cc1c(-c2ccc(C#N)cc2)nc2ccc(Br)cn12	9.0	5.5	-0.4	1.9	-2.0	-3.5	0.8	-26.6	5.1	-19.1
O=C(COC(=O)c1ccc(OC(F)F)cc1)NCc1cccs1	6.4	2.9	0.8	-5.4	0.0	-3.2	0.8	-1.1	5.4	0.8
CC1CCCN(C(=O)CNC(=O)c2sc3ccccc3c2Cl)C1 (stereo not given)	3.5	-2.2	-3.7	3.6	0.4	1.7	-1.8	-5.8	-1.7	1.6
O=c1c(C(c2ccc(O)cc2)c2c(O)nc3n(c2=O)CCCS3)c(O)nc2n1CCCS2	-8.2	-8.8	3.3	-3.3	-0.4	-0.6	-9.3	2.0	-2.6	1.7
CC(C)C[C@H](NC(=O)N1CCn2c1nc1ccccc12)C(=O)NCC1CCCO1 (stereo not given in full)	2.0	-3.2	-3.0	-1.5	0.4	4.4	-3.5	-4.0	5.9	1.9
Cn1c(=O)c2c(nc(SCC(=O)c3cccs3)n2Cc2ccc(F)cc2)n(C)c1=O	-8.7	133.4*	-2.0	4.5	-0.2	-7.2	9.7	0.9	1.1	0.4
CCCS(=O)(=O)C(=C(Nc1ccc(OC)cc1)Nc1ccc(OC)cc1)S(=O)(=O)CCC	-5.0	1.5	-2.7	9.0	-0.4	3.3	3.7	0.4	0.2	3.0
Cc1c(C)n(-c2ccccc2)c2ncnc(NCCCN(C)C)c12	5.0	-4.4	2.3	-4.1	-0.3	-4.3	-16.3	-1.3	-4.1	-0.6
O=C(COC(=O)CCSc1ccc(F)cc1)NCc1ccc(F)cc1	1.5	-7.7	-0.1	0.0	-0.2	-4.9	2.4	-2.7	9.7	-3.5
CC(=O)NC1C(=O)N=C(SCC(=O)NC2CCCCC2)NC1=O (stereo not given)	-0.4	0.2	-1.5	-3.6	-0.2	2.0	4.2	3.0	2.5	1.7
Cc1noc(C)c1C(=O)N1CCC1(C)C(=O)NS(=O)(=O)c1ccc(Cl)cc1 (stereo not given)	-0.7	-4.9	12.3	3.2	-0.8	13.9	-17.4	0.8	12.0	1.3
Cn1c(=O)c2c(nc(Br)n2Cc2ccccc2Cl)n(C)c1=O	-3.0	-0.1	1.1	0.4	0.1	-2.3	4.8	-0.1	-2.2	0.1
O=C(/C=C/c1ccccc1[N+](=O)[O-])N1CCN(c2ccccc2F)CC1	-0.1	-2.0	3.5	-5.0	-0.3	4.5	3.0	1.8	-2.1	1.2
COc1ccc(C2C(C#N)=C(C)NC3=C2C(=O)c2ccccc23)cc1 (stereo not given)	-0.3	81.2*	0.9	-5.2	8.2	13.9	4.6	-19.3	-0.5	-16.1
COC(=O)[C@@]12C[C@@H](CC(=O)NCC34CC5CC(CC(C5)C3)C4)C(=O)N(Cc3ccccc3)C1=CCC(C)(C)C2	4.2	3.1	3.1	2.8	0.2	-0.9	9.6	-0.5	-2.4	-0.3
O=C(CN1CCCCC1)Nc1cccc(Cl)c1Cl	-9.4	2.1	3.6	2.4	0.5	1.8	-6.2	0.6	-2.7	-0.9
CCOC(=O)N1CCN(C(=O)c2cccc(S(=O)(=O)Nc3ccccc3Cl)c2)CC1	-4.3	-12.8	-1.1	9.1	0.7	-8.4	-5.5	-3.5	2.2	-0.1
CCCCn1c(=O)n(Cc2cccc(F)c2)c(=O)c2c1ncn2Cc1ccco1	-2.2	-3.2	-1.1	6.8	0.7	-5.1	-6.1	1.7	-3.5	0.9
Cc1snnc1C(=O)NC(=S)Nc1ccccc1	-3.1	2.1	5.2	4.0	0.2	16.3	5.6	-8.4	-3.6	4.7

Ordered by heavy-atom count (highest first): some entries from above
SMILES	ASAP1 inh	NR1D1 modulator	UHRF1 binding	DDE Tn7 FP inh	proKLK7 act	HGIII-sPLA2 inh	ARFGAP1 inh	PLC-beta3 inh	DDE Tn6 FP inh	PLCg1 inh
CCCCn1c(=O)n(Cc2cccc(F)c2)c(=O)c2c1ncn2Cc1ccco1	-2.2	-3.2	-1.1	6.8	0.7	-5.1	-6.1	1.7	-3.5	0.9
Cc1c(C)n(-c2ccccc2)c2ncnc(NCCCN(C)C)c12	5.0	-4.4	2.3	-4.1	-0.3	-4.3	-16.3	-1.3	-4.1	-0.6
CC(=O)NC1C(=O)N=C(SCC(=O)NC2CCCCC2)NC1=O (stereo not given)	-0.4	0.2	-1.5	-3.6	-0.2	2.0	4.2	3.0	2.5	1.7

(further entries)
SMILES	ASAP1 inh	NR1D1 modulator	UHRF1 binding	DDE Tn7 FP inh	proKLK7 act	HGIII-sPLA2 inh	ARFGAP1 inh	PLC-beta3 inh	DDE Tn6 FP inh	PLCg1 inh
CC1(C)CC(=O)C=C(NCCN2CCN(C(=S)Nc3ccc(F)cc3)CC2)C1	5.2	-1.0	0.0	-5.1	-0.1	1.8	-6.7	-6.5	-0.1	2.3
CCOC(=O)c1sc2nc3c(cc2c1N)C(=O)CC(C)(C)C3	14.8	1.9	6.3	2.3	0.5	-3.5	4.0	2.5	9.6	-0.6
CCOC(=O)C1(C(F)(F)F)N=C(C(F)(F)F)Nc2ccccc21 (stereo not given)	-1.3	nt	-2.4	-6.4	-0.2	6.2	1.6	0.7	5.8	0.0
COC(=O)c1ccc(CSc2nc3cc(Cl)ccc3o2)cc1	0.3	0.8	-1.9	4.6	0.0	-4.9	-0.4	-3.5	4.0	-2.5
CC(C)COc1nc2ccccc2nc1N1CCN(C)CC1	-2.6	2.1	3.7	-3.0	-0.1	11.3	0.4	-15.1	-4.8	-8.3
O=C(OCC#CCSc1nnc(-c2cccc3ccccc23)o1)c1cccs1	13.6	-0.4	-1.0	5.7	-19.1	-15.3	6.8	-18.6	-2.2	-13.8
O=C(Nc1ccc(F)c(Cl)c1)C1CC2CCC1C2 (stereo not given)	-5.6	0.0	-2.4	-3.8	-0.1	-2.8	-2.7	-5.1	-4.6	1.9
Cc1nc(C(=O)NCC(=O)c2ccc(Cl)cc2)c(C(F)(F)F)o1	7.2	-3.3	-1.7	-6.8	0.1	-15.5	5.7	-6.0	-3.2	-0.7
CCOC(=O)c1[nH]ncc1CN1CCCC(C(=O)c2cc(Cl)ccc2OC)C1 (stereo not given)	5.5	-0.9	2.6	-1.1	5.9	-1.2	8.0	-13.8	-3.7	-13.1
COc1ccccc1NC(=O)CCC(=O)Nc1ccccc1OC	-0.6	-4.1	3.0	-3.4	-0.5	-5.9	11.9	2.2	-3.0	1.4
Cc1cccc(NC(=S)NCc2ccc(F)cc2)c1C	0.7	2.6	5.0	3.8	0.4	16.6	-17.9	-6.0	3.7	-2.0
COc1ccc(/C=C/C(=O)NCC(=O)N=Nc2c(O)[nH]c3ccc([N+](=O)[O-])cc23)cc1	13.7	-5.6	-6.8	8.4	0.5	-6.2	4.5	-4.2	5.3	1.0
CN=C1S/C(=C\c2cc(C)n(-c3ccccc3F)c2C)C(=O)N1C	-11.7	-3.8	0.5	1.2	-0.6	4.3	-6.5	-8.7	-3.0	-5.2
O=C(CC1(O)C(=O)N(Cc2ccccc2Cl)c2ccccc21)c1ccco1 (stereo not given)	-4.0	0.6	-1.1	5.2	0.3	-9.9	8.0	-0.8	4.6	0.1
O=C(NCc1ccc(F)cc1)C1CCC(CNc2c(N3CCCCC3)c(=O)c2=O)CC1 (stereo not given)	2.3	-0.3	-3.0	1.7	0.0	2.8	3.7	-8.2	0.0	2.8
COc1ccc(C2CN=NC2C(=O)c2ccccc2)cc1 (stereo not given)	-3.3	0.1	-0.2	-6.0	-0.7	-16.4	10.7	-14.8	-8.9	-9.2
COc1ccc2[nH]c(=O)c(CN(Cc3cccs3)Cc3nnnn3C(C)(C)C)cc2c1	-4.4	3.9	0.4	-1.0	-0.8	-18.4	2.2	-34.4	1.2	-16.5
C#CCNC(=O)C1=C[C@@H](c2ccc(C(F)(F)F)cc2)C[C@@H](OCCCCO)O1	-7.3	2.5	-1.6	6.8	-0.5	-0.4	0.8	-13.8	-4.1	-8.7
